Tb MetRS inh = blocks T. brucei methionyl-tRNA synthetase activity. 360,000 tested, 0.4% active. purified T. brucei MetRS, ATP depletion, Kinase-Glo luminescence. inhibition, % at 11.9 µM;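 active = inhibition above a per-plate cutoff of the control wells' mean inhibition plus 3 SD, cut at about 5.5% in these data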;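 also: 0% = DMSO wells median and 100% = median of wells with control inhibitor compound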
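Material: T. brucei methionyl-tRNA synthetase, purified; reagent: substrates ATP, L-methionine and bulk Escherichia coli tRNA; dosing: 11.9 µM single point; timing: 15 min plus 2 h at 25 °C; detection: luminescence of leftover ATP; evaluation: % inhibition; control set: DMSO-only wells as low control; replicates: singlicate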
bovine MsrA act = activators of bovine methionine sulfoxide reductase A. purified bovine MsrA, absorbance read-out. activation, % at 10.6 µM. 360,000 tested, 0.3% active; in the data active = activation above about 7.5%;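 also: 0% = vehicle and 100% = reference activator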
NRP1-CendR mod = modulators of CendR peptide binding to human neuropilin-1. O14786. FAM-RPARPAR peptide binding to NRP-1, fluorescence polarization. inhibition, % at 25 µM. 360,000 tested, 0.85% active. AID 602438;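 active = inhibition or corrected inhibition above about 18%, plus a signal ratio from 0.5 to 1.5, limit read from the data, passing the limit was not always enough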; also: strong numbers were not always called active
DNMT1 block = inhibitors of human DNMT1. DNMT1 molecular beacon, Hinp1I cleavage, fluorescence. P26358. inhibition (reported as % activation of signal), % at 10 µM. 360,000 tested, 0.83% active; in the data active = inhibition above about 50%
SUMO1 PPI mod = alters human SUMO1 binding to SIM partners; P63165; SUMO1 binding to a labelled peptide, TR-FRET, 1 h; inhibition, % at 20 µM; 360,000 tested, 0.33% active; AID 602429; in the data active = inhibition above about 37%
Target sequence (P63165 whole entry, looked up): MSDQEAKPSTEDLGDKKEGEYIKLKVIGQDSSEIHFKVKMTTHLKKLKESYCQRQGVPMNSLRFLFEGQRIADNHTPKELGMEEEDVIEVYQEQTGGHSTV
MsrA inhibitor = inhibits bovine methionine sulfoxide reductase A; purified bovine MsrA, absorbance read-out; inhibition, % at 15.5 µM; 360,000 tested, 0.75% active; in the data active = inhibition above about 4.5%;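 also: 0% = vehicle wells with enzyme and 100% = reference inhibitor wells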
STEP block = STEP (human) phosphatase inhibition | P54829 | recombinant STEP, OMFP fluorogenic substrate, fluorescence | inhibition, % at 20 µM | 360,000 tested, 0.25% active | AID 588621;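 active = inhibition at 20 µM, scaled per plate between control wells, above about 37%, limit read from the data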;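 also: 0% = DMSO with enzyme and substrate and 100% = substrate only without enzyme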
Target sequence (P54829 whole entry, looked up): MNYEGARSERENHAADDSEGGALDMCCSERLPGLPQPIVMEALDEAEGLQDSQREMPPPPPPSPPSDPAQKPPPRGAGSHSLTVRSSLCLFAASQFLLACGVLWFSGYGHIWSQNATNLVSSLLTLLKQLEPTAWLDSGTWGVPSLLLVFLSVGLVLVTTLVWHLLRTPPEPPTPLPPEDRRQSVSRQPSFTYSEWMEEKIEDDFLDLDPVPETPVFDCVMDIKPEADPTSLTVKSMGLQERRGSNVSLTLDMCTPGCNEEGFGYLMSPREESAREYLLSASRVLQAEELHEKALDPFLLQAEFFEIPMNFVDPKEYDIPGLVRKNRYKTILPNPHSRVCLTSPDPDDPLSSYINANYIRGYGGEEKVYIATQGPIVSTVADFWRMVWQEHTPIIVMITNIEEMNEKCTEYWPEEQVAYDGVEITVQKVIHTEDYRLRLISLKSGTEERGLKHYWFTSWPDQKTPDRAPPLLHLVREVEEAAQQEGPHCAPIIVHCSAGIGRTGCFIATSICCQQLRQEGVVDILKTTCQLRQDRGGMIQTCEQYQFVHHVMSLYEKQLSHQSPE
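System: STEP (striatal-enriched tyrosine phosphatase) enzyme, cell-free; medium: Bis-Tris pH 6.0 buffer with DTT, detergent; dosing: 20 µM, 1% DMSO; times: reaction 20 min, ambient temperature; detection: fluorescence, 480/540 nm; read-out basis: normalized % inhibition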
Scp-1 inhibitor = blocks human Scp-1 phosphatase activity; inhibition, % at 20 µM; AID 493091; 340,000 tested, 0.88% active; Q9GZU7; Recombinant Scp1, phosphopeptide, malachite green phosphate absorbance;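 active = inhibition above about 50% at 20 µM, limit read from the data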;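 also: plate controls were DMSO wells with enzyme for no effect and wells lacking enzyme for full effect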
Target sequence (Q9GZU7 76-261 limits assumed): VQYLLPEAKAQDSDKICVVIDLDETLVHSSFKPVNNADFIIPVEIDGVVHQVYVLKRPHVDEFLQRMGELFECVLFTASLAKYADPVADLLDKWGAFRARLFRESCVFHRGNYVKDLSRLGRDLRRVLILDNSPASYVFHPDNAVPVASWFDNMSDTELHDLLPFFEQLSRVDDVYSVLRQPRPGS
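Incubation: 45 min enzyme reaction at room temperature / System: truncated SCP-1 phosphatase (76-261aa) / Reagent: Phospho 17-mer peptide substrate / Buffer or medium: Acidic Tris acetate buffer with magnesium and detergent / Signal: absorbance at 630 nm / Doses: one concentration, 20 µM, with 1.0% DMSO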
LMPTP inh = LMPTP (human) inhibition | recombinant LMPTP-A, OMFP fluorogenic substrate, fluorescence intensity | inhibition, % at 20 µM | 360,000 tested, 0.22% active | AID 651560;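 active = compounds that cut the enzyme signal by at least half of the control window in the single-dose screen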;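 also: plate controls were DMSO wells with enzyme plus substrate for no effect and substrate without enzyme for full effect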
Target sequence (P24666 whole entry, looked up): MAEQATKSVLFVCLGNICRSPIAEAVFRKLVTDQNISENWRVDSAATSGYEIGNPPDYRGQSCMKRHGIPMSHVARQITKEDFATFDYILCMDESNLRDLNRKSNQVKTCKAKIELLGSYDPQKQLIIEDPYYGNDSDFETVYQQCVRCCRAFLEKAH
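Test system: LMPTP-A phosphatase enzyme; input: 0.625 nM LMPTP-A final; reagent: OMFP substrate, 400 µM final; compound dosing: 20 µM single dose, 3% DMSO; incubation: 50 min dark incubation at room temperature; measured by: endpoint fluorescence intensity from OMFP dephosphorylation; measure: % inhibition relative to no-enzyme and uninhibited control wells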
eLon inh = inhibits E. coli Lon protease; inhibition, % at 7.94 µM; purified E. coli Lon protease, fluorescence polarization; AID 602123; 360,000 tested, 0.42% active; P0A9M0; in the data active = inhibition above about 13%, passing the limit was not always enough;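 also: 0% = enzyme with probe and DMSO and 100% = no enzyme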
Numbers without * were called inactive; · = not tested or not shown; & = joins results of further samples.

SMILES,eLon inh,bovine MsrA act,DNMT1 block,Tb MetRS inh,MsrA inhibitor,LMPTP inh,NRP1-CendR mod,SUMO1 PPI mod,Scp-1 inhibitor,STEP block
CN(C)CCCN1C(=O)c2oc3ccc(F)cc3c(=O)c2C1c1cccnc1 (centres undefined),-9,-3,2,0.4,1.6,-3.5,-12,-12,-8,4
CC(=O)N1CCC(N(CCCOC(C)C)C(=O)Nc2ccc(C)c(C)c2)CC1,-5,-6,-1,-0.2,-0.8,-1.9,-4,0,-4,-2
COc1ccc(/C=N/n2c(SC)nnc(C(C)(C)C)c2=O)cc1OC,10,-3,0,-1.2,-0.9,0.6,1,-5,-2,1
Cc1cc(OCC(=O)NCc2cccnc2)c2c(C)cc(=O)oc2c1,2,-1,3,-0.3,0.5,0.6,10,-1,-3,-2
O=S(=O)(NCC1CC1)c1cc(Cl)cc(Cl)c1,-5,-4,-1,-0.3,0.2,0.4,-18,-1,-10,-2
CC(C)NC(=O)CSc1nncn1-c1ccccc1,1,3,-2,0.2,-0.5,1.8,2,3,-11,-1
O=C(CN(Cc1cccs1)C(=O)CCC(=O)Nc1nccs1)NCc1ccccc1,-5,-1,-2,0.3,-0.9,-0.7,-7,2,-2,-1
COc1ccc(C(=O)NC(=S)NNC(=O)COc2ccccc2)cc1,-8,5,-3,-0.1,-0.6,0.2,2,3,-7,3
CCOC(=O)c1cc2c(=O)n3ccccc3nc2n(C(C)C)c1=NC(=O)c1c(-c2c(F)cccc2Cl)noc1C,1,-7,-1,-1.2,-0.7,1.3,-4,-17,4,5
CC1=CC(C)(C)Nc2ccccc21,7&-9,-1&-8,-3&-7,0.3&0.0,0.5&2.3,-0.6&-1.5,2&10,-3&-5,-12&-2,1&-4
CCNC(=O)C1(C)CCCN(CC(=O)c2ccccc2OC)C1 (centres undefined),-12,-2,-2,0.2,0.4,-0.6,8,-2,·,-5
CC(=O)Nc1ccc(NC(=O)C(C)OC(=O)CCCN=C2NS(=O)(=O)c3ccccc32)cc1 (centres undefined),1,-9,0,-0.7,0.1,-0.7,-7,-1,0,-1
CCc1nnc(NC(=O)CCC(=O)N2CCN(Cc3cc(Cl)ccc3OC)CC2)s1,1,-4,-1,-0.4,0.1,-2.2,3,1,4,-1
O=C(Cn1ncc2c3ccccc3n(Cc3ccccc3)c2c1=O)NCc1ccco1,-2,-2,19,-0.7,1.1,0.1,3,4,-6,0
N#Cc1c(N)n(-c2cccc(C(=O)O)c2)c2nc3ccccc3nc12,-74,-4,0,-0.2,1.0,-0.1,128,-9,6,-12
Cc1cccc(NC(=O)Cn2c(=O)n(C)c3ccccc32)c1,-5,-3,3,-1.2,-0.5,-2.6,-3,3,-14,1
CCOC(=O)[C@H]1[C@H]2COc3ccc(Cl)cc3[C@@H]2N2C(=O)CN(Cc3ccc(Cl)cc3)C(=O)[C@@]12C,-8,-2,1,-0.1,0.3,1.5,4,-2,-3,-2
Cc1occc1C(=O)N1CCN(C(=O)C2CCCO2)CC1 (centres undefined),3,-10,6,-1.3,-1.3,-1.1,-11,0,2,-2
Cc1cccc(NC(=S)Nc2ccccn2)c1C,3,-4,5,0.0,-1.3,-0.9,6,1,-3,-4
c1ccc2c(c1)CSc1sccc1C2=C1CCNCC1,-1,-4,4,-1.0,0.7,3.9,-11,3,-6,9
Cc1ccc(-n2c(SCC(=O)NC3CCS(=O)(=O)C3)nc3ccccc3c2=O)c(C)c1 (centres undefined),0,-2,-4,0.5,-1.0,-2.2,-18,-1,·,0
CC(C)(C)C(=O)Nc1c(Cl)cccc1OC(F)(F)F,8,-11,0,-1.5,0.6,-0.3,3,2,1,0
CCOC(=O)Cc1csc(N/N=C\c2ccc(N(C)C)cc2)n1,-9,-3,-16,0.0,-0.6,1.5,4,-11,-16,1
CCCc1cc(=O)oc2c3c(cc(OCC(=O)NCCCn4ccnc4)c12)OC(C)(C)CC3,2,-2,2,1.2,1.7,0.9,1,3,1,2
CCc1ccc(NC(=O)COC(=O)CCC2CCCC2)cc1,-4,-1,-2,0.4,-0.6,1.0,6,0,-4,-5
N#Cc1ccccc1S(=O)(=O)N1CCN(C(=O)CCc2ccccc2)CC1,-6,-1,1,-0.2,0.8,-0.2,12,1,2,2
O=S(=O)(NCCSc1nnc(-c2ccco2)n1-c1ccccc1)c1ccccc1,-4,-2,1,-0.5,0.2,0.7,-4,5,-2,-2
O=C(O)c1ccc(CN(c2ccccc2)S(=O)(=O)c2ccccc2)cc1,2,-3,0,0.2,0.3,-0.1,-3,6,0,0
COc1ccc(N(CC(=O)NCCSCc2ccco2)S(=O)(=O)c2ccccc2)cc1,-5,-2,76*,0.1,-0.5,0.5,-2,0,-13,1
C/C(=N\NC(=S)NCCc1ccccc1)c1ccc(O)cc1O,-3,-1,-6,-0.6,2.5,2.1,-1,1,1,-1
CCOC(=O)c1cc(CC)sc1NC(=O)c1cc(OC)c(OC)c(OC)c1,-10,-2,4,0.7,-0.2,4.2,4,1,-9,-1
Cc1ccc(C(=O)O/N=C(/c2nonc2N)N(C)C)cc1,-4,-3,-3,-1.1,0.4,-0.9,-6,1,10,-3
Cc1c(C(=O)OC(C)C)sc2nc[nH]c(=O)c12,-5,-2,-4,0.1,-0.1,-0.3,-4,2,-8,-1
COc1cccc(Cn2cccc(NC(=O)Nc3ccc(C#N)cc3)c2=O)c1,-1,-1,-11,-0.1,1.3,-1.8,4,1,0,0
O=C(CSc1cccc2cccc(Cl)c12)OCC(=O)N1CCN(C(=O)c2ccco2)CC1,-8,-11,2,-1.6,1.1,0.5,-7,-3,2,2
CC(C)N(Cc1ccccc1)C(=O)c1cccs1,-11,0,0,0.7,1.1,-1.0,12,-2,-7,-1
O=C(COC(=O)c1ccc(Cl)cc1)NC(=O)NC1CCCC1,-3,1,1,-0.3,-0.3,-0.1,5,4,-3,-4
O=C(CCNS(=O)(=O)c1ccccc1)N1CCCCCC1,-3,-7,-2,-0.2,-0.9,-0.2,-15,-2,4,0
Cc1ccccc1NC1=C(Cl)C(=O)OC1OC(=O)c1ccccc1C (centres undefined),-5,-8,4,-0.9,1.1,1.1,9,7,-4,-2
CCOc1cc(C2C(C#N)=C(N)OC3CCCC(=O)C32)ccc1OCCN1CCOCC1 (centres undefined),-12,1,-3,-0.2,0.1,-2.0,0,-4,-10,-1
COc1cc(CN2CCC(C(=O)N3CCN(c4ccccc4F)CC3)CC2)cc(OC)c1O,-16,-13,4,-1.6,0.8,-0.3,3,-1,-10,-4
CC(C)(C)OC(=O)N1CCC(NC(=O)c2nc[nH]c2C(=O)NCc2ccccc2)CC1,-30,1,11,0.0,0.7,3.4,-22,-4,0,4
CC(/C=C1\SC(=S)N(CCC(=O)Nc2nc(C)cs2)C1=O)=C\c1ccccc1,-3,0,1,0.8,0.0,2.5,-37,-10,-7,2
Cc1nc(N2CCN(S(=O)(=O)c3ccccc3)CC2)c2cc(-c3ccccc3)sc2n1,9,0,-4,-0.6,0.8,1.3,14,-3,17,0
c1ccc2[nH]c(C3CC3)nc2c1,-6,-5,-1,-0.1,-0.7,-0.5,16,1,-5,4
Cc1c(C)c2c(OCC(=O)NCc3ccco3)cc3c(c2oc1=O)CCC(C)(C)O3,6,-8,5,-2.4,0.4,0.5,-4,11,4,-1
O=c1[nH]c2ccc(Cl)cc2c(-c2ccccc2)c1N1CCN(c2ccccn2)CC1,-6,-11,-8,-1.2,0.0,2.2,10,7,10,-1
Cc1[nH]nc(C(=O)NN=Cc2ccccc2Cl)c1N=NN(C)C,-9,-3,5,-0.4,-0.4,-0.3,-4,-14,-13,2
CCOc1cc(C)nc(N2CCC(C(=O)NCC3CCCO3)CC2)n1 (centres undefined),-1,1,1,-0.4,-0.4,0.9,-5,3,-5,-1
COc1ccc(NC(=O)c2cccc(OS(=O)(=O)N(C)C)c2)cc1,-11,-2,-2,0.3,-0.1,-0.5,10,-3,-10,-2

New compounds follow:
SMILES,eLon inh,bovine MsrA act,DNMT1 block,Tb MetRS inh,MsrA inhibitor,LMPTP inh,NRP1-CendR mod,SUMO1 PPI mod,Scp-1 inhibitor,STEP block
CCOC(=O)c1ccc(NC(=O)Cc2coc3cc4c(cc23)CCC4)cc1,-5,-11,-9,-0.5,2.1,1.9,-1,-1,-7,-3
COc1ccc(C)cc1S(=O)(=O)NCCc1ccccc1,3,-4,2,-0.3,1.5,-0.9,-4,1,-8,2
NC1=NC(=O)CC(C(=O)NCc2ccccc2)S1 (centres undefined),2,-3,2,-0.8,-0.3,-0.9,8,-3,1,0
CSCCC(C(=O)NC1CCCC1)n1c(C2CC2)nc2ccccc21 (centres undefined),·,·,·,-0.6,1.1,-0.5,-14,4,·,·
Cc1ccccc1OCCNc1cc(N2CCCCC2)ccc1[N+](=O)[O-],15*,-4,0,0.1,-0.2,4.1,1,-3,-13,10
CCN1CCN(Cc2ccc(NC(=O)c3ccc(C)c(NC(=O)C4=NN(c5ccccc5)C(=O)C4)c3)cc2C(F)(F)F)CC1,-1&-9,-4&-4,-27&-17,-1.2&-0.4,0.9&-0.2,0.7&1.3,-10&16,-24&-24,6,6&0
Cc1cccc(OCC(=O)OCC(=O)Nc2sccc2C(N)=O)c1,-1,-7,-9,-0.5,0.3,1.1,0,7,-10,-1
Cc1cc(OC(=O)c2c(Cl)cc(Cl)cc2Cl)nc(C)n1,8,-12,3,-1.3,0.0,0.0,5,1,3,-5
COc1cccc(NC(=O)CCC2CCN(C(=O)c3ccc(C(C)=O)s3)CC2)c1,0,0,2,-0.1,0.3,0.6,9,1,-7,-2
CCOc1ccc(N=NC2C(=O)N(C(N)=S)N=C2C)cc1 (centres undefined),8,1,-2,1.6,2.1,2.5,2,-34,4,7
CC(C)NC(=O)c1cc(C2CCCCN2S(=O)(=O)c2ccc(C#N)cc2)on1 (centres undefined),2,-1,4,0.1,-0.3,-2.0,0,-4,·,-1
CCN1CCCC1CNC(=O)C1c2cc(OC)c(OC)cc2C(=O)N(C)C1c1cccnc1 (centres undefined),1,-3,3,-0.3,-0.6,-2.1,1,-3,1,-3
CCN1CCN(c2ccc(NC(=O)c3ccco3)cc2)CC1,-5,-4,0,-0.3,0.7,-0.3,10,1,-6,0
CC(/C=C/c1ccc(O)cc1)=NNc1ccccc1,5,-11,0,-0.3,1.1,1.3,12,9,10,0

Screens as filed in PubChem BioAssay.
